PGE2 EP2 inh: EP2 receptor (human) inhibition; P43116; C6 glioma cells expressing human EP2, cAMP TR-FRET; cells stimulated with saturating PGE2; inhibition, % at 25 µM; 0.52% of 260,000 active; AID 1422;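 active means percent inhibition above 40 after rounding to a whole number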;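 further: rat C6 glioma host cells with rolipram phosphodiesterase inhibitor present; the protocol text gives 20 µM as final concentration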
Target sequence (P43116 whole entry, looked up): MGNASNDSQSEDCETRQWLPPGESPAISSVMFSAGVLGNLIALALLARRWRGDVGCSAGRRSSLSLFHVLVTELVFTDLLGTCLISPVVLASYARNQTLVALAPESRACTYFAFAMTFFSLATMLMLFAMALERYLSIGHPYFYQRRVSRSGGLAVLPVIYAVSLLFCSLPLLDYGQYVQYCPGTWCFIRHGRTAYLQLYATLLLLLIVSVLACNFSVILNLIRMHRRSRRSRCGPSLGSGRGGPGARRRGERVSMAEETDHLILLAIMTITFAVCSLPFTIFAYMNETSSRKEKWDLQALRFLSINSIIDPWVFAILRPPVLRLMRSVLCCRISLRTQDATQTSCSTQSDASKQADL
An asterisk follows results filed as active. An excerpt. The share of hits here may be higher or lower than overall.

canonical_smiles	PGE2 EP2 inh
COc1ccc(C(=O)CSc2nc3ccc(C)cc3[nH]2)cc1	15.9
O=C(CCCSc1nc(-c2ccco2)cc(C(F)(F)F)n1)Nc1cccnc1	12.8
COc1ccc(Cl)cc1NC(=O)CSc1nccc(=O)[nH]1	6.3
COc1ccc(S(=O)(=O)N2CCN(CC(O)c3cc(C)sc3C)CC2)cc1 (configuration not stated)	3.2
CC(CCc1ccccc1)Nc1nc(N2CCOCC2)nc(N2CCOCC2)n1 (configuration not stated)	11.3
O=C(COc1ccc(S(=O)(=O)N2CCCC2)cc1)NCc1ccc2c(c1)OCO2	10.3
CCCn1c(=N)c(C(=O)NCCN2CCOCC2)cc2c(=O)n3cc(C)ccc3nc21	12.6
O=C(c1ccc(Cl)cc1)N1CCN(Cc2nc3sc4c(c3c(=O)[nH]2)CCCC4)CC1	15.9
O=C1/C(=C/C=C2/Sc3ccccc3N2CCO)SC(=S)N1c1ccccc1	10.4
O=C(CSc1nncn1-c1ccccn1)Nc1ccc(Cl)c(C(F)(F)F)c1	7.5
CCO[C@H]1OC(C(=O)O)=C[C@@H](c2cn(C(C)=O)c3ccccc23)[C@@H]1CCCO	0.1
CCOc1ccc(CN(Cc2ccco2)C(=O)c2cc3ccccc3oc2=O)cc1	23.8
Cc1cc(C)c2[nH]c(C(=O)NCc3nc(-c4ccccc4)no3)c(C)c2c1	11.8
CCOc1ccc(-n2c(SCC(=O)N(CC)CC)nc3ccccc3c2=O)cc1	14.6
Cc1cc(C)n(CC(O)COc2ccc3c(c2)CCC3)n1 (configuration not stated)	6.9
OCCCN=C1CCCCC1	15.1
CC(=O)Nc1ccc(Nc2nc(-c3cc4ccccc4oc3=O)cs2)cc1	16.7
CC(=O)N1CCN(C(=O)Cn2nc3c(C)cc4cc(C)ccc4n3c2=O)CC1	1.8
Cc1c(-n2cnnn2)c(=O)n(-c2ccccc2)n1C	7.1
O=C(COc1ccc2nsnc2c1)NCc1nc(-c2ccccc2)no1	50.1*
Cc1sc2ccccc2[n+]1CCCO	9.3
CN1[C@@H](c2ccccc2)CC(=NO)C[C@H]1c1ccccc1	41.9*
CCCOc1ccc(C(=O)Nc2nnn(C)n2)cc1	8.8
CCn1ncc(S(=O)(=O)NCC2(c3ccccc3)CCOCC2)c1C	3.6
CC(C(=O)O)N1CCCC1 (configuration not stated)	3.8

Reformatted with each value named: entries from further up.
COc1ccc(Cl)cc1NC(=O)CSc1nccc(=O)[nH]1
  PGE2 EP2 inh: 6.3

O=C(COc1ccc(S(=O)(=O)N2CCCC2)cc1)NCc1ccc2c(c1)OCO2
  PGE2 EP2 inh: 10.3

CN1[C@@H](c2ccccc2)CC(=NO)C[C@H]1c1ccccc1
  PGE2 EP2 inh: 41.9*

CCCOc1ccc(C(=O)Nc2nnn(C)n2)cc1
  PGE2 EP2 inh: 8.8

New compounds follow
canonical_smiles	PGE2 EP2 inh
Cc1ccc2nc(N3C(=O)C(O)=C(C(=O)c4ccc(C)o4)C3c3ccc(O)cc3)sc2c1 (configuration not stated)	49.4*
O=C(O)Cn1cc(F)c(=O)[nH]c1=O	20.3
COC(=O)CSc1nc(N(C)C)nc(N2CCOCC2)n1	4.7
Cc1sc(NC(=O)CN(C(=O)C2CC2)C2CCCC2)c(C(N)=O)c1C	13.8
CC(=O)Nc1ccc(NC(=O)CSc2nnc(-c3cccnc3)n2C)cc1	11.2
CC1(C)c2[nH]c3ccccc3c2C[C@H]2C(=O)N(Cc3ccc(F)cc3)C(=O)N21	16.4
CC1CCc2c(sc(NC(=S)NC(=O)c3cccnc3)c2C(N)=O)C1 (configuration not stated)	10.7
COc1ccc(Cc2c3cc(OC)c(OC)cc3cc[n+]2CC(=O)c2ccccc2)cc1OC	4.6
Oc1cc(O)c2c(c1)O[C@@H](c1ccc(O)c(O)c1)[C@H](O[C@@]1(c3cc(O)c(O)c(O)c3)Oc3cc(O)cc(O)c3[C@H](O)[C@H]1O)C2	57.0*
Cc1ccc(NC(=O)Cc2nnc(SCC(=O)Nc3nccs3)n2C)cc1	6.6
O=C(CN1CCCCCC1)Nc1ccc(S(=O)(=O)N2CCCCCC2)cc1	9.3
Cc1ccc(Cn2nnc3c(=O)[nH]c(C4CCN(C(=O)C(C)C)CC4)nc32)cc1	10.4
Cc1cccc2cc(CN(CCc3ccccc3)C(=O)C3CC3)c3nnnn3c12	13.0
Cc1ccccc1NC(=O)CSc1nnc2n(CC(=O)N3CCCC3)c3ccccc3n12	8.7
c1cc(-c2n[nH]c(C3CCCNC3)n2)ccn1 (configuration not stated)	3.0
COc1ccc(C2(NCc3cn[nH]c3-c3cccc(OC)c3)CC2)cc1	4.2
O=C(COc1ccc(Cl)cc1)Nc1nnc(C(F)(F)F)s1	12.6
Cc1cc(-c2cc(N)c(=O)n(CC(=O)Nc3cccc4c3CCCC4)n2)c(C)o1	5.9
Cn1c(=O)c2[nH]c(CN3CCN(CCO)CC3)nc2n(C)c1=O	11.2
CC(CCC(=O)O)[C@H]1CCC2C3CC[C@@H]4C[C@H](O)CC[C@]4(C)C3CC[C@@]21C (some centres not stated)	14.3
CN(C)CCN(Cc1ccc(C(F)(F)F)cc1)Cc1cccs1	2.7
CCC(C)(C)NC(=O)CSc1nc2ccccc2n1CC(=O)NC(C)C	11.3
O=C(/C=C/c1ccccc1)NCCc1c[nH]c2ccccc12	74.2*
Cc1ccc(N2CCCC2=O)cc1S(=O)(=O)Nc1cccc(N2CCCC2=O)c1	2.0
O=C(NC1CCCCC1)c1ccc(S(=O)(=O)NCc2cccs2)cc1	8.5
CCNC(=S)N(Cc1ccco1)Cc1cc2ccc(C)c(C)c2[nH]c1=O	19.6
O=C(c1cc(S(=O)(=O)N2CCCCC2)ccc1Cl)N1CCCCCC1	12.3
O=C(c1ccco1)N(Cc1ccco1)c1nc(-c2ccccc2)cs1	10.0
Cc1ccc2c(SCC(=O)NCC3CCCO3)nc(-c3ccc(F)cc3)nc2c1 (configuration not stated)	6.1
CCCOc1ccc(C2C(C#N)=C(N)Oc3n[nH]c(-c4ccc(OCC)cc4)c32)cc1OC (configuration not stated)	13.0
COc1cc(C#N)ccc1OCc1nc(-c2ccccc2)no1	9.9
COc1ccc(CNc2n[nH]c3nc(C)cc(C)c23)cc1	11.9
C#Cc1cccc(NCc2cc3c(C)nn(-c4ccccc4)c3[nH]c2=O)c1	17.2
C/C=C1\COC(C(=O)NCc2ccncc2)(C(F)(F)F)C=C1C=C1CCCCC1 (configuration not stated)	1.8
O=C(NC1CCCCC1)c1cc2n(n1)C(C(F)(F)F)CC(c1ccco1)N2 (configuration not stated)	11.0
O=C(CCCN1C(=O)/C(=C/c2cccs2)SC1=S)NN1CCOCC1	3.2
OCCCc1nc2ccccc2n1CCCCOc1ccc(Cl)cc1	15.2
Cc1ccc2cc(CN(Cc3ccccc3)C(=S)NCc3ccco3)c(=O)[nH]c2c1C	3.4
CC(C)(C)NC(=O)[C@@H]1C[C@@H]2CCCC[C@@H]2CN1C[C@@H](O)[C@H](Cc1ccccc1)NC(=O)[C@H](CC(N)=O)NC(=O)c1ccc2ccccc2n1	10.7
CCOc1ccc(C2C(C(C)=O)=C(O)C(=O)N2CC(=O)OC)cc1 (configuration not stated)	7.0
CCn1c(Cc2ccccc2)nnc1SCC(=O)N1CCOCC1	8.4
O=C1CCc2cc(S(=O)(=O)N3CCCC(CN4CCCC4)C3)ccc2N1 (configuration not stated)	6.9
C[C@H](Cn1nnc2ccccc21)NC(=O)Cc1n[nH]c(=O)c2ccccc12	8.7
CCCn1c(=O)c(C(N)=O)c(O)c2ccccc21	5.7
CCCNC(=O)c1c(CSc2ccc(Cl)cc2)noc1C(=O)NCc1ccccc1	27.2
Cc1cccc(C)c1NCc1nnc(SCC(=O)Nc2ccc(Br)cc2)n1C	17.1
CC1(C)CC[C@@]23CC[C@]4(C)[C@@](OC2=O)(C3C1)[C@H]1O[C@H]1C1[C@@]2(C)CC[C@H](O)C(C)(C)C2CC[C@]14C (some centres not stated)	22.9
Cc1nc2c(c(=O)[nH]1)CCN(C(=O)c1cc3c(s1)CCC3)C2	1.7
O=C1OC(Nc2ccc3ccccc3c2)c2ccccc21 (configuration not stated)	8.9
COc1cc(OC)cc(C(=O)N2CCC(C(=O)Nc3ccc(Cl)cc3C)CC2)c1	12.0

(listing goes on)
canonical_smiles	PGE2 EP2 inh
CCOc1ccc(N2CC(C(=O)Nc3ccc4ccccc4c3)CC2=O)cc1 (configuration not stated)	10.6
O=C1CCc2cc(S(=O)(=O)NC3(CN4CCOCC4)CCCCC3)ccc2N1	1.0
CCN1CCCC1CN(Cc1cc2cc(OC)c(OC)cc2[nH]c1=O)C(=O)Nc1ccc(Cl)cc1 (configuration not stated)	29.8
CCCCCCCCN1[C@@H](CC(=O)OCC)c2cc(C(F)(F)F)ccc2S1(=O)=O	6.1
CC(C)(C)NS(=O)(=O)c1ccc(OCC(=O)N2CCN(c3ccccc3F)CC2)cc1	5.0
O=C(NC1(c2ccc3c(c2)OCO3)CCCC1)c1ccc2c(c1)OCO2	8.4
Cc1ccc2cc(CN(CCN3CCCC3)C(=O)Nc3ccccc3Cl)c(=O)[nH]c2c1	14.3
COc1ncc(CN(Cc2ccccc2F)C2CC(C)(C)NC(C)(C)C2)cn1	5.5
O=C(O)COc1ccc(S(=O)(=O)N2CCCC2)cc1	9.4
O=C(CSc1nc(-c2ccccc2)nc2ccccc12)NC1CCCC1	12.0
Cc1cc2ccccc2n2c(SCC(=O)NNC(=O)c3ccc(Cl)cc3)nnc12	10.8
CSc1ncc(C(=O)N(CCO)CC2CC3C=CC2C3)cn1 (configuration not stated)	3.5
CC(C)CN1Cc2cccc(C(=O)N3CCC4(CC3)NC(=O)c3cccnc3N4C)c2C1=O	8.1
CCOC(=O)Cc1csc(NC(=O)/C=C/c2cc(OC)ccc2OC)n1	11.2
Cc1c2cc[n+](CCN3CCCCC3)cc2c(C)c2c1[nH]c1ccc(O)cc12	50.7*
O=C(CSc1nnnn1-c1cccc(F)c1)NCc1ccc2c(c1)OCO2	11.2
O=C(CN1N=C(c2ccccc2)Cn2c(cc3sccc32)C1=O)N1CCCC(O)C1 (configuration not stated)	7.6
CC(=O)Nc1ccc(Nc2nc(C)cc(C)n2)cc1	11.6
CCOc1ccc(C(=O)NCc2ccco2)cc1OC	9.2
O=C(Nc1ccc(Oc2ccccc2)cc1)c1snc2c(=O)[nH]cnc12	10.2
Cc1ccc(C(=O)NNC(=O)CSc2nnc(C(C)C)n2C)cc1	13.8
O=C(CSc1n[nH]c(-c2ccco2)n1)Nc1ccc(Cl)cc1Cl	9.7
Cc1ccc2[nH]c(=O)c(CN(Cc3nnnn3Cc3ccco3)C3CCCCC3)cc2c1	9.9
CCN1c2ncccc2C(=O)NC12CCN(C(=O)c1cccc3c1C(=O)N(C)C3)CC2	3.8
COc1ccc(Cn2nnnc2CN(Cc2cc3ccc(OC)cc3[nH]c2=O)C2CCCC2)cc1	23.4

Two entries picked at random from the list so far, as already listed:
canonical_smiles	PGE2 EP2 inh
Cc1ccc2[nH]c(=O)c(CN(Cc3nnnn3Cc3ccco3)C3CCCCC3)cc2c1	9.9
O=C(CSc1nc(-c2ccccc2)nc2ccccc12)NC1CCCC1	12.0

New compounds follow:
compound	PGE2 EP2 inh
CN(C)S(=O)(=O)c1ccc(S(=O)(=O)N2CCCC(C(=O)O)C2)cc1 (configuration not stated)	10.7
COc1ccc(N2CC(C(=O)OCC(=O)Nc3c(C)cccc3C)CC2=O)cc1 (configuration not stated)	6.1
CCC(=O)N(Cc1ccc2c(c1)OCO2)Cc1cc2ccc(C)cc2[nH]c1=O	18.6
CCCCN1CC[C@H]2C=CC[C@@H](C(=O)Nc3ccc(Cl)cc3Cl)[C@H]2C1=O	5.5
COc1ccc(S(=O)(=O)N2CCN(C(=O)c3ccc(C(C)(C)C)cc3)CC2)cc1	15.4
CCCC(c1nnnn1C1CCCC1)N(Cc1ccc(C)cc1)Cc1cc2cccc(C)c2[nH]c1=O (configuration not stated)	8.8
CCOc1ccccc1N(CC(=O)NC1CCCC1)C(=O)CCC(=O)Nc1nccs1	4.4
CCNC(=O)[C@@H]1CCCN1C(=O)[C@H](CCCN=C(N)N)NC(=O)[C@H](CC(C)C)NC(=O)[C@@H](CC(C)C)NC(=O)[C@H](Cc1ccc(O)cc1)NC(=O)[C@H](CO)NC(=O)[C@H](Cc1c[nH]c2ccccc12)NC(=O)[C@H](Cc1cnc[nH]1)NC(=O)[C@@H]1CCC(=O)N1	15.3
CCn1c(Cc2ccccc2)nnc1SCC(=O)N1CCCC1	3.1
CCN1CCCC1CN(Cc1cc2cc(OC)ccc2[nH]c1=O)C(=O)Nc1ccc(OC)cc1 (configuration not stated)	6.9
CC(C)c1cccc(OCC(=O)Nc2ccc(S(=O)(=O)Nc3ccccn3)cc2)c1	8.7
Cc1cccc2cc(CN(CCCO)C(=S)NCCCN(C)C)c(=O)[nH]c12	13.4
CC(=O)Nc1ccc2nc(NC(=O)c3ccc4ccccc4c3)sc2c1	8.7
CCn1c(CNc2ccc(C)c(Cl)c2)nnc1SCC(=O)Nc1ccc(N)cc1C	8.5
CCNC(=S)N(CCO)Cc1cc2c(C)ccc(C)c2[nH]c1=O	2.2
Cc1noc(NS(=O)(=O)c2ccc(NC(=O)c3oc4ccccc4c3C)cc2)c1C	9.4
CCCn1c(SCC(=O)Nc2cc(Cl)ccc2C)nnc1-c1ccco1	10.9
CC(C)(C)NC(=O)CSc1nnc(-c2ccncc2)n1C1CCCCC1	7.0
CCc1nn(CC(=O)OC2CCCCC2)c(=O)c2cc3oc(C)cc3n12	9.8
O=C(Cc1ccc2c(c1)CCC2)NCCN1CCC(O)(c2ccc(F)cc2)CC1	2.9
CCOC(=O)Cn1nnnc1CN(Cc1ccco1)Cc1cc2ccc(C)cc2[nH]c1=O	16.6
COc1cccc(C(=O)Nc2sc3c(c2C(=O)NC2CCS(=O)(=O)C2)CCCC3)c1 (configuration not stated)	4.8
Nc1ncnc2nc(N3CCN(CCO)CC3)[nH]c12	7.8

Screens (PubChem)
